Screening results: PubChem BioAssay, several laboratories
VLA-4 inh: inhibition in a human VLA-4 binding assay | P13612 | VLA-4 expressing cells, ligand binding flow cytometry | inhibition, % (about 7 µM as worked out from the volumes in the protocol) | 330,000 compounds, 0.2% hits; in the data active = inhibition above about 50%
Target sequence (P13612 whole entry, looked up): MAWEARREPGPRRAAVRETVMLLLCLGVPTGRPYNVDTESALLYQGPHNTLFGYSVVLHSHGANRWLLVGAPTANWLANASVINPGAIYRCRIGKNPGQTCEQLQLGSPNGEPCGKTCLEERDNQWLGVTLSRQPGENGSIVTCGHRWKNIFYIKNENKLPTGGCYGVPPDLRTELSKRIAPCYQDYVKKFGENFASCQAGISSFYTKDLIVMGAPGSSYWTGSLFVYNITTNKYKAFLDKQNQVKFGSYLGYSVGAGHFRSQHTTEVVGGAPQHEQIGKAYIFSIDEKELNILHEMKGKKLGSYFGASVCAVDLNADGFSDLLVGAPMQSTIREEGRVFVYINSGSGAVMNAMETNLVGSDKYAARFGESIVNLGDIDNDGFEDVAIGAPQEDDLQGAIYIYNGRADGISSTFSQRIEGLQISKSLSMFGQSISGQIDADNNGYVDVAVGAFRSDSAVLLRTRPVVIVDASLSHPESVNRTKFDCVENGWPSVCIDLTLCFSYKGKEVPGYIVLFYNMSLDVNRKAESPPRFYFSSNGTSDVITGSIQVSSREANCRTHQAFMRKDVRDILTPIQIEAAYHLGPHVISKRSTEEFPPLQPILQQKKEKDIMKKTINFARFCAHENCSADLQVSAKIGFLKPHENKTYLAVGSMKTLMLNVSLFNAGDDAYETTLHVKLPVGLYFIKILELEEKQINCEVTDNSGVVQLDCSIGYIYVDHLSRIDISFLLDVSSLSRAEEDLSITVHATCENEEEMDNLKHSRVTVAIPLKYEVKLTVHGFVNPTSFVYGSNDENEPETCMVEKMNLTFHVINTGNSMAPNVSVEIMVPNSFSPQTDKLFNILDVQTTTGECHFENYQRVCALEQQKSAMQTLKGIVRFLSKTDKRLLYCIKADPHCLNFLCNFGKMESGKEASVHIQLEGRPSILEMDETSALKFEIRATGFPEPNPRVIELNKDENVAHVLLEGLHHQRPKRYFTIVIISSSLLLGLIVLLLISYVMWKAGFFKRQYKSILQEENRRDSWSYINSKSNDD
CIT2 TOR yeast: yeast TOR pathway CIT2-GFP modulation. S. cerevisiae CIT2-GFP strain, flow cytometry, 3 h; 100 means same as DMSO wells. 320,000 compounds, 0.065% hits. AID 2029. GFP response vs DMSO, % at 10 µM;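 active = GFP response relative to DMSO above a set limit, near the screen mean plus 3 SD, cut at about 150% in these data; inconclusive = Fewer than 70 cells measured for a yeast strain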;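 note: ratio of well median GFP fluorescence to mean of DMSO wells on the plate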
LAP4-GFP MLPCN: yeast TOR pathway LAP4-GFP modulation. S. cerevisiae LAP4-GFP multiplex, flow cytometry GFP, 3 h; median GFP as percent of DMSO wells. GFP response vs DMSO, % at 10 µM. 320,000 compounds, 0.34% hits. AID 2023;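 active = GFP response vs DMSO above a set limit, about the screen mean plus 3 SD, cut at about 150% in these data; inconclusive = under 70 cell events counted for the yeast strain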
AGP1 TOR yeast: modulators of TOR pathway AGP1-GFP in S. cerevisiae; S. cerevisiae AGP1-GFP multiplex flow cytometry, 3 h; GFP as percent of DMSO wells; 320,000 compounds, 0.02% hits; GFP response vs DMSO, % at 10 µM; AID 2066;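 active = GFP response relative to DMSO above a set limit, near screen average plus 3 SD, cut at about 150% in these data; inconclusive = fewer than 70 cells counted for the yeast strain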;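 note: median GFP channel fluorescence of the gated AGP1 strain per well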
MEP2 TOR yeast: modulators of TOR pathway MEP2-GFP in S. cerevisiae; S. cerevisiae MEP2-GFP strain, flow cytometry GFP, 3 h; 100% = DMSO control level; GFP response vs DMSO, % at 10 µM; 330,000 compounds, 0.51% hits;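 active = GFP response versus DMSO above a set limit, roughly screen mean plus 3 SD, cut at about 180% in these data; inconclusive = fewer than 70 cells counted for a yeast strain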;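 note: median GFP fluorescence of the barcode-gated MEP2-GFP cells per well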
GRK2 aptamer HTS: inhibitors of human GRK2 displacing RNA aptamer; P25098; bead flow cytometry, FAM-aptamer displacement from GRK2; inhibition of aptamer binding, % at 10 µM; 330,000 compounds, 0.59% hits; AID 488847;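 active = inhibition of aptamer binding above 40%, roughly 3 SD of noise, on plates passing a quality check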;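 note: median bead fluorescence of bound FAM aptamer so fluorescent compounds give negative values; no value below 0 was filed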
RPL19A TOR yeast: modulators of TOR pathway RPL19A-GFP in S. cerevisiae; AID 2025; S. cerevisiae RPL19A-GFP strain, flow cytometry, 3 h; active compounds read low; percent response vs DMSO, % at 10 µM; 330,000 compounds, 0.3% hits;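 active = percent response vs DMSO below 50%; inconclusive = fewer than 70 events counted for the yeast strain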;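 note: median channel GFP fluorescence of the barcoded RPL19A-GFP strain; ratio of sample median GFP to plate DMSO average so 100% = DMSO; lower means less RPL19A-GFP as with rapamycin TOR inhibition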
JMJD2C inh: inhibitors of human GASC-1 (JMJD2C) demethylase; inhibition, % at 2.35 µM; AID 2099; 330,000 compounds, 0.069% hits; GST-JMJD2C(1-420) H3K9me3 demethylation, DELFIA europium; Q9H3R0;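 active = more than half of a compound's replicate wells show inhibition beyond 50%, single wells judged on their own value; inconclusive = some, but no more than half, of replicates pass 50% inhibition; inactive = no replicate passes 50% inhibition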;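 note: signal counts dimethyl H3K9 product captured on neutravidin plate; 0% = median of DMSO wells and 100% = 0.3 times that DMSO median; strong numbers were not always called active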
Starred values were filed as active, the others as inactive; ? = inconclusive; . = no result given; [ ] = another dose, or the depositor's remark.

SMILES	VLA-4 inh	CIT2 TOR yeast	LAP4-GFP MLPCN	AGP1 TOR yeast	MEP2 TOR yeast	GRK2 aptamer HTS	RPL19A TOR yeast	JMJD2C inh
COCC(=O)NC(C)c1nc2ccccc2[nH]1 (centres undefined)	1	106	94	104	95	3	97	8
COc1ccc(OC)c(C(=O)NC2CCSc3ccccc32)c1 (centres undefined)	-3	88	88	108	93	0	94	4
CC(C)(C)c1ccc(C(=O)N2CCC(=O)N(C(COCc3ccccc3)Cc3ccccc3)CC2)cc1 (centres undefined)	18	94	109	89	96	1	100	3
CC(C)=CCN1CCN(Cc2c[nH]c3ccccc23)CC1CCO (centres undefined)	-12	110	84	102	100	9	102	8
CCCCCCN1C=CC=C/C1=C/C=C(C#N)C#N	15	95	88	93	101	1	101	14
CCC(NC(=O)c1cncc(Br)c1)c1ccccc1 (centres undefined)	3	99	108	107	96	2	93	1
CC(=O)Nc1nnc(C)s1	-15	113	119	113	109	0	102	1
Cc1cc(NC(=O)NN2CCOCC2)nn1-c1c(Cl)cc(Cl)cc1Cl	12	90	107	105	95	0	98	4
Cc1cccc(N(Cc2ccccc2)C(=O)c2cccc(S(=O)(=O)N3CC(C)OC(C)C3)c2)c1 (centres undefined)	7	95	104	104	102	1	101	96
CC(NC(=O)c1ccc(Cl)cc1)C1CC2CCC1C2 (centres undefined)	2	96	89	96	96	0	97	9
O=C(O)c1ccc(COc2c(F)c(F)c(F)c(F)c2F)o1	7	110	100	101	102	11	100	-4
CCC(=O)N1CCc2cc(Br)cc(S(=O)(=O)N(C)c3ccc(OC)cc3)c21	-3	88	97	97	100	14	100	-1
CCn1c(C)cc(/C=C2\NC(=O)N(CC(=O)Nc3cccc(C)c3)C2=O)c1C	8	94	103	.	103	1	95	-7
[O-]c1c[n+](-c2ccc(-[n+]3cc([O-])on3)cc2)no1	4	97	108	103	102	1	97	6
Cc1c(NC(=O)CSc2nnnn2-c2ccc(C(=O)O)cc2)c(=O)n(-c2ccccc2)n1C	-38	114	93	107	104	0	104	-5
N#C/C(=C\c1ccc(N2CCOCC2)o1)c1ccccc1	-9	91	121	89	111	3	100	-3
O=C(NNC(=O)c1ccc(NC(=O)c2ccccc2)cc1)c1ccccc1	5	91	91	93	94	0	90	-22
Nn1c(SCC(=O)NCCC2=CCCCC2)nnc1C1CCCCC1	-12	93	98	94	97	2	94	-1
O=C(Nc1nccs1)c1cccnc1Cl	12	104	97	107	106	2	104	-6
COC(=O)c1ccccc1NC(=O)C(C)n1nc(C)c2c(C)n(-c3ccccc3)nc2c1=O (centres undefined)	-34	88	83	86	106	2	92	-1
Cc1ccc(C(=O)CC2(O)C(=O)Nc3ccccc32)s1 (centres undefined)	58*	91	99	101	107	2	97	11
Cc1ccc(-c2csc3ncnc(SCC(=O)NCc4ccc5c(c4)OCO5)c23)cc1	9	94	104	97	104	0	94	12
NC(=O)c1c(NC(=O)C2CC=CCC2C(=O)O)sc2c1CCCCC2 (centres undefined)	-7	111	106	107	106	48*	104	9
Cc1c(C(=O)N2CCN(c3ccccc3F)CC2)sc2nc(-c3ccccc3)cn12	12	92	100	98	98	0	95	14
O=C(O)c1cccc(S(=O)(=O)N2CCCC(c3nc4c(nnn4Cc4ccc(F)cc4)c(=O)[nH]3)C2)c1 (centres undefined)	4	97	83	93	103	18	104	-3
CC(C)N1CCc2c(sc(N)c2C#N)C1	-59	.	98	96	110	17	102	3
CC(C)(C)c1ccc(/C=C(\c2nc3ccccc3[nH]2)S(=O)(=O)c2ccccc2)cc1	0	94	93	100	93	1	94	1
CCCn1cc(S(=O)(=O)c2ccc(OC)cc2)c(=O)c2cc(OC)ccc21	-9	92	88	91	81	0	93	3
Cc1ccccc1Oc1nc2c(C)cccn2c(=O)c1/C=C(\C#N)C(=O)NC1CCS(=O)(=O)C1 (centres undefined)	10	104	130	107	99	0	98	-6
NS(=O)(=O)c1cc(C(=O)OCC(=O)NNC(=O)c2ccccc2)ccc1Cl	1	102	114	109	100	1	101	-6
CCN(CC)CCOC(=O)c1cccc(Cl)c1	20	100	99	100	102	.	101	3
Cc1ccc(NC(=O)CSc2nc3ccccc3c3nc(CCc4c(C)n[nH]c4C)nn23)cc1F	8	97	89	98	101	0	97	-13
CCCC(c1nnnn1CCOC)N1CCN(Cc2ccccc2)CC1 (centres undefined)	4	92	95	107	109	0	100	-31
CSc1nc(Cc2ccccc2)nc2ccccc12	-1	96	92	96	104	6	102	-11
CN(C)C(=S)NCc1ccccc1	18	100	99	102	112	0	.	-2
N#CCn1cc(/C=N/NC(=O)c2cc3c(ccc4ccccc43)o2)c2ccccc21	7	100	101	103	100	1	98	16

Quoted from the listing (2 entries):
SMILES	VLA-4 inh	CIT2 TOR yeast	LAP4-GFP MLPCN	AGP1 TOR yeast	MEP2 TOR yeast	GRK2 aptamer HTS	RPL19A TOR yeast	JMJD2C inh
CCN(CC)CCOC(=O)c1cccc(Cl)c1	20	100	99	100	102	.	101	3
Cc1ccc(NC(=O)CSc2nc3ccccc3c3nc(CCc4c(C)n[nH]c4C)nn23)cc1F	8	97	89	98	101	0	97	-13

Later entries
SMILES	VLA-4 inh	CIT2 TOR yeast	LAP4-GFP MLPCN	AGP1 TOR yeast	MEP2 TOR yeast	GRK2 aptamer HTS	RPL19A TOR yeast	JMJD2C inh
COc1cc(OC)cc(C(=O)NCCCn2ccnc2)c1	6	94	92	91	95	0	97	-6
CCN1C(=O)CC(N2CCC(C(=O)OC)CC2)C1=O (centres undefined)	-7	99	100	105	106	2	100	-12
O=C(c1ccc([N+](=O)[O-])s1)N1CCN(c2ccccn2)CC1	-2	102	104	110	105	0	105	16
CCN(C(=O)CSc1nc2cc(C(=O)O)ccc2c(=O)n1Cc1ccccc1)c1ccccc1	6	95	98	101	104	1	104	-1
Cc1csc2c(NCCCN3CCOCC3)ncnc12	3	92	116	105	95	1	96	7
COc1ccc(-c2ccccc2)c2oc(-c3ccco3)cc(=O)c12	-2	105	110	103	103	0	105	-5
C#CCOC(=O)C[N+](C)(C)C/C=C/c1ccccc1	4	102	101	99	103	3	100	3
Cc1nc2ccccn2c1-c1ccnn1S(=O)(=O)c1ccc(F)cc1	14	103	110	112	103	0	101	0
O=C(CSCc1ccc(F)cc1)N1CCN(c2ccc(F)cc2)CC1	11	96	94	93	91	0	95	-3
CCc1ccc2[nH]c(=O)c(C(c3nnnn3CCOC)N3CCN(c4ccc(F)cc4)CC3)cc2c1 (centres undefined)	-10	101	97	109	104	0	106	4
COc1ccc(CCC(C)NCc2ccccc2OC)cc1 (centres undefined)	1	?	93[may fluoresce violet]	97[may fluoresce violet]	96[may fluoresce violet]	1	96[may fluoresce violet]	11
COc1cccc(NC(=O)C(c2ccccc2)N2CCCC2)c1 (centres undefined)	-15	107	102	99	94	0	111	0
O=C(NC(Cc1ccccc1)C(=O)NCCc1ccccn1)c1ccccc1 (centres undefined)	11	102	109	98	95	0	97	-13
N#CCCN(C(=O)COC(=O)CCN=C1NS(=O)(=O)c2ccccc21)c1ccc(F)cc1	0	100	100	103	104	0	100	7
Nc1nonc1C(=O)NCCNC(=O)c1cccc(Cl)c1	3	103	104	105	101	1	102	1
COc1cc(OC)c(C(=O)OCC(=O)Nc2ccccc2Cl)cc1OC	-10	103	113	98	120	6	106	-2
O=C1NC[C@@H](c2ccccc2)OC(=O)[C@@H](Cc2ccc(F)cc2)C/C=C\C[C@@H]1CC(=O)N(CCO)Cc1ccccc1	7	92	102	102	97	5	97	16
CCc1ccc(S(=O)(=O)Nc2cccc(-c3ccc4nnc(C)n4n3)c2)s1	-6	105	96	95	108	0	95	-6
N#C/C(=C\c1cc([N+](=O)[O-])ccc1Cl)C(N)=O	5	91	105	101	102	3	101	5
Cc1ccc2c(c1)NC(=O)CC(c1ccccc1)=N2	2	81	94	88	93	0	89	-1
CCOc1cc(C(=O)Nc2ccc(N3CCOCC3)cc2)cc(Br)c1OC	4	91	102	97	94	2	99	21
CCCn1nnnc1NCc1c(Cl)cccc1Cl	1	102	112	101	98	0	95	10
Cn1c(=O)c2sccc2n(CC(=O)NCCC2=CCCCC2)c1=O	6	103	95	103	106	1	102	0
CN(CC(=O)Nc1ccccc1Cl)C(=O)CN1C(=O)C2CC=CCC2C1=O (centres undefined)	-2	100	99	99	98	0	99	-8
CCOC(=O)C1C2C=CC3(CN(c4ccccc4CC)C(=O)C13)O2 (centres undefined)	4	90	94	96	92	0	102	1
N#CCSc1nc2scc(-c3cccs3)c2c(=O)n1CCc1ccccc1	10	96	.	100	101	1	98	13
O=C(Nc1nc2c(s1)CCCC2)c1ccc(Br)o1	2	96	88	85	89	1	86	-3
Cc1cccn2cc(CCNC(=O)Cc3cccs3)nc12	-6	92	107	104	100	3	96	-6
COc1ccc(CN(C)S(=O)(=O)c2nnc(NC(=O)c3cccc(C)c3)s2)cc1OC	7	100	113	18	110	4	94	13
CC(C)Cc1[nH]c(=O)c(C#N)c2c1COC(C)(C)C2	4	84	92	89	89	5	89	-1
CN1CCCC(OC(=O)c2cc(Cl)cc(Cl)c2)C1 (centres undefined)	17	100	97	102	103	0	103	12
O=C(CCN1C(=O)[C@@H]2Cc3ccccc3CN2C1=O)NCc1ccc(Cl)cc1	2	109	100	107	105	2	107	8
COc1cc(CNC(=O)CCCC/C=C\C(C)C)ccc1O	-6	73	107	82	94	5	97	-25
Cc1ccc(S(=O)(=O)N2CC(=O)NC(=O)C2)cc1	3	93	93	98	103	0	102	-21
COc1ccccc1C(=O)N(CN1CCCC1=O)c1cccc(Cl)c1	-20	110	96	104	103	0	103	3
Cc1cc(NC(=O)CSc2cc(C)c3ccccc3n2)no1	1	118	107	104	103	0	103	-2
Cc1nc(N2CCCCC2)c(C#N)c(C)c1[N+](=O)[O-]	39	90	92	99	105	0	97	-12
Cc1cc(=O)n2[nH]c(C)c(-c3ccc(Cl)cc3)c2n1	0	96	94	95	97	0	95	9
CC1(C)CC2(CC(C)(C)N1)OC(=O)N1CCc3ccccc3C12C (centres undefined)	-3	104	102	102	105	0	101	39
C[C@@H](O)[C@@H]1NC(=O)c2cc([N+](=O)[O-])cc(I)c2NCC[C@@H](C(N)=O)NC(=O)CNC1=O	45	107	123	92	95	1	101	-15
Cc1cc(C)c(C(=O)N(C)C2CCCN(Cc3ccccc3F)C2)o1 (centres undefined)	0	.	81	97	106	0	106	2
CCOc1ccc(S(=O)(=O)c2cn(C)c3cc(OC)c(OC)cc3c2=O)cc1	36	92	104	100	104	0	100	-2
CCOC(=O)NC(=O)CSc1nc(C)cc(C(F)(F)F)c1C#N	-496	103	104	101	105	3	101	76
COc1ccccc1CNC(=O)CN(c1cccc([N+](=O)[O-])c1)S(C)(=O)=O	-5	110	126	111	118	0	96	4
S=C(c1c[nH]c2ccccc12)N1CCCC1	6	90	111	85	104	2	95	6
Cc1onc(-c2ccccc2Cl)c1C(=O)NC(=S)Nc1ccc(C(C)(C)C)cc1	-2	100	100	107	94	4	100	-5
O=C(CCCN1C(=O)/C(=C/c2ccc3c(c2)OCO3)SC1=S)Nc1cccc(C(=O)O)c1	4	99	94	100	100	12	103	-2
CC(=O)N1CCCc2cc(S(=O)(=O)N3CCCC(C(=O)N4CCN(c5ccccc5)CC4)C3)ccc21 (centres undefined)	2	108	96	100	116	7	99	47
